VIM-2 inhibitor: VIM-2 metallo-beta-lactamase inhibitors, primary screen, biochemical, epi-absorbance readout, Pseudomonas aeruginosa enzyme. purified VIM-2, nitrocefin hydrolysis, epi-absorbance fluorescence. actives 0.89% (n = 290,000). inhibition, % at 5.6 µM;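 active means inhibition above the mean of all tested compounds plus 3 SD, cutoff set per screening run, cut at about 7.5% in these data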;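 further: red hydrolysis product quenches plate fluorescence so inhibitors raise well fluorescence; 0% = enzyme with DMSO and 100% = DMSO without enzyme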
V1R ag counter: agonists of human V1a receptor, primary screen, counter-screen for OXTR agonist project, fluorescence, CHO-V1R cells. Fluo-8 calcium fluorescence, agonist mode; 0% DMSO, 100% 3 nM vasopressin. activation, % at 3 µM. actives 0.25% (n = 320,000);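 active means activation above the mean activation of all tested compounds plus 3 SD, per screening run, cut at about 20% in these data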;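 further: signal is peak over basal fluorescence ratio across a 100 second FLIPR read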
GalR3 antagonist: GalR3 antagonists in HEK293 cells, primary screen, cell-based, fluorescence readout; inhibition, % at 3 µM; AID 651719, 2012; Galanin receptor type 3 (Homo sapiens), O60755; HEK293 GalR3-CNG cAMP membrane potential fluorescence; galR3 body fused to GalR1 C-terminus; actives 0.44% (n = 360,000);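 active means inhibition above the screen-wide average plus 3 SD, cut at about 13% in these data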;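 further: forskolin and galanin both at EC90 stimulate the cells; cAMP rise reported by CNG channel membrane potential dye signal; 0% = forskolin plus galanin with DMSO and 100% = forskolin alone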
Target sequence (O60755 1-299 limits assumed): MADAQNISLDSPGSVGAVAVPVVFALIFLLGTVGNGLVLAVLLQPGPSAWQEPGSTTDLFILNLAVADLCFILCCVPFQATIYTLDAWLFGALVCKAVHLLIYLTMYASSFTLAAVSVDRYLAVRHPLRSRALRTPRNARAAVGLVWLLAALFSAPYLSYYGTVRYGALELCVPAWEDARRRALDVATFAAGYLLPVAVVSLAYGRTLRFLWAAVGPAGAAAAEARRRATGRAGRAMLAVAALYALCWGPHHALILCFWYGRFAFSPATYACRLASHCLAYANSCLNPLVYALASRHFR
IMP-1 inhibitor: IMP-1 metallo-beta-lactamase inhibitors, primary screen, biochemical, epi-absorbance readout, Pseudomonas aeruginosa enzyme; metallo-beta-lactamase IMP-1 (Pseudomonas aeruginosa); purified IMP-1, nitrocefin hydrolysis, epi-absorbance fluorescence; inhibition, % at 5.6 µM; actives 0.45% (n = 290,000); AID 1556, 2009;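 active means inhibition above the mean plus 3 SD of all compounds in the same screening run, cut at about 4.5% in these data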;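 further: 0% = IMP-1 with DMSO and 100% = DMSO wells lacking enzyme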
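Assay system: purified recombinant IMP-1 beta-lactamase. Input: IMP-1 0.2 nM before substrate addition. Buffer or medium: Zinc- and detergent-supplemented HEPES buffer, pH 7.1. Schedule: 25 °C, 15 min preincubation, 25 min reaction. Signal: Epi-absorbance fluorescence, 480 nm excitation, 530 nm emission. Evaluation: percent inhibition from optical density relative to buffer-blank wells.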
NS3 helicase inh: inhibitors of HCV NS3 helicase, primary screen, biochemical, Cy5 molecular beacon fluorescence; Hepatitis C virus NS3 helicase; NS3 helicase DNA unwinding; inhibition, % at 10.9 µM; actives 0.56% (n = 290,000); AID 1800, 2009;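 active means inhibition above the mean of all tested compounds plus 3 SD, set per campaign, cut at about 35% in these data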;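 further: 0% = DMSO wells and 100% = thioflavine S control wells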
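test system = hepatitis C virus NS3 helicase domain fragment enzyme | reagent = annealed dual-labelled DNA beacon duplex, ATP-started | times = 1 h at 25 °C | detection = Cy5 fluorescence, 0 and 60 min reads | read-out basis = percent inhibition from t60/t0 fluorescence ratio | control set = DMSO and thioflavine S | replication = one well per compound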
GPR7 antagonist: GPR7 receptor antagonists, primary screen, cell-based, fluorescence, single concentration | Neuropeptides B/W receptor type 1 (Homo sapiens), P48145 | GPR7-expressing cells, fluorescence antagonist assay | actives 1.1% (n = 290,000) | inhibition, % at 4.4 µM; in the data active means inhibition above about 16%, passing the limit was not always enough;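 further: cells stimulated with the agonist NPW; 0% = agonist with vehicle and 100% = vehicle without agonist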
Target sequence (P48145 whole entry, looked up): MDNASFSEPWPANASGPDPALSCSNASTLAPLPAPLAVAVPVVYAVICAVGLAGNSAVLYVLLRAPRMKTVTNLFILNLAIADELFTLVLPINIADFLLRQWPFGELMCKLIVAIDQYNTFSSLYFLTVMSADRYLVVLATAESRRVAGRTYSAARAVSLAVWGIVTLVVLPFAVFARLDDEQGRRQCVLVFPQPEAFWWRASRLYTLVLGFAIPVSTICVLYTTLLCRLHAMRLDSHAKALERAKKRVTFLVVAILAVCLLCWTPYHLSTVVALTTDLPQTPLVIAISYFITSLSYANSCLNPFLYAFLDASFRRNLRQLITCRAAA
OXTR agonist: human OXTR agonists, primary screen, fluorescence, CHO-OTR cells, Fluo-8 calcium. Fluo-8 calcium fluorescence; normalized: DMSO 0%, oxytocin 100%. activation, % at 3 µM. actives 0.32% (n = 320,000);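 active means activation above the mean of all tested compounds plus 3 SD, cutoff set per screening run, cut at about 20% in these data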;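 further: peak over basal fluorescence ratio from a 100 s FLIPR kinetic read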
DNA FID counter: compounds displacing fluorescent DNA intercalator, primary screen, artefact control for HCV NS3 helicase inhibitor project, biochemical, FID fluorescence; inhibition, % at 7.9 µM; DNA fluorescent intercalator displacement; actives 0.17% (n = 290,000); in the data active means inhibition above about 37%;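 further: 0% = vehicle and 100% = reference compound; higher means more ethidium bromide displaced from hairpin DNA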
PHOSPHO1 block: PubChem AID 1565; recombinant PHOSPHO1, absorbance phosphatase assay; inhibition, % at 13.3 µM; Phosphoethanolamine/phosphocholine phosphatase (Homo sapiens), Q8TCT1; actives 1.1% (n = 290,000); in the data active means inhibition above about 60%
Target sequence (Q8TCT1 whole entry, looked up): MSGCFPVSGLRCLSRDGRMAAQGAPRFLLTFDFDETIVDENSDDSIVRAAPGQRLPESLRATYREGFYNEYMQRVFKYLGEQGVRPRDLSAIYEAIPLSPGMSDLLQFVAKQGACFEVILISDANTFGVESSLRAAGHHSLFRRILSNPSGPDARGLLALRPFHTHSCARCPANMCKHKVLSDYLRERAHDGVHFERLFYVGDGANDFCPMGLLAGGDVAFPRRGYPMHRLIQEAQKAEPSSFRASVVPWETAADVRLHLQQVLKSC
An asterisk follows results filed as active; · = no result given.

SMILES	VIM-2 inhibitor	V1R ag counter	GalR3 antagonist	IMP-1 inhibitor	NS3 helicase inh	GPR7 antagonist	OXTR agonist	DNA FID counter	PHOSPHO1 block
COc1cc(/C=C/C(=O)O)cc(S(=O)(=O)Nc2ccccc2Cl)c1OC	-1.4	0.5	-5	-1.2	-1	-10	0.2	-24	-12
COc1ccc(CCNC(=O)c2cccs2)cc1OC	-1.5	0.0	-5	-1.5	13	-2	2.1	3	48
O=C(C1=C[C@H](c2ccccc2)C[C@H](OCc2ccc(CO)cc2)O1)N1CCOCC1	-1.0	0.6	-8	-0.9	11	-3	0.3	-26	35
O=C(COC(=O)c1ccncc1)c1ccccc1	-1.1	-1.0	7	-2.6	5	-10	-0.6	-9	20
CCOC(=O)N1CCN(C(=O)C2CCN(S(=O)(=O)c3ccc(C)cc3)CC2)CC1	-0.8	0.2	-3	-2.4	0	0	-0.7	-33	-4
COc1ccc(N(CC(=O)Nc2ccccc2OC)S(=O)(=O)c2ccc(NC(C)=O)cc2)cc1	-2.7	1.4	-14	-3.5	11	13	0.1	-31	39
COCCn1c(C)cc(C(=O)COc2ncnc3ccc(Br)cc23)c1C	-1.7	1.5	4	-2.9	-3	-12	2.1	-4	24
COC(=O)C1CCN(Cc2c(C(=O)N3C[C@@H](C)O[C@@H](C)C3)nc3ccc(Cl)cn23)CC1	-4.1	1.2	-4	-4.2	8	-8	-1.5	-12	29
CCOC(=O)C1=C(c2ccccc2)Nc2ncnn2C1c1cccc(O)c1 (stereo unspecified)	-2.4	0.6	-5	-2.0	-9	-4	0.6	-12	0
Cc1ccc(NC(=O)COC(=O)CNC(=O)c2ccc(Br)cc2)c(C)c1	-1.4	2.2	-2	-4.6	-9	-5	-1.1	-11	-42
CC(=O)C1=C(C)NC2(O)c3ccccc3C(=O)C12O (stereo unspecified)	-1.4	0.8	0	-1.1	-4	-8	-0.7	-10	16
CC(C)c1c(O)nc(SCc2ccc(F)cc2)[nH]c1=O	-1.8	4.8	-9	-2.4	4	-7	3.0	-3	14

Only IMP-1 inhibitor, GalR3 antagonist and OXTR agonist (3 entries from above):
SMILES,IMP-1 inhibitor,GalR3 antagonist,OXTR agonist
Cc1ccc(NC(=O)COC(=O)CNC(=O)c2ccc(Br)cc2)c(C)c1,-4.6,-2,-1.1
COC(=O)C1CCN(Cc2c(C(=O)N3C[C@@H](C)O[C@@H](C)C3)nc3ccc(Cl)cn23)CC1,-4.2,-4,-1.5
O=C(COC(=O)c1ccncc1)c1ccccc1,-2.6,7,-0.6

(cont.)
SMILES	VIM-2 inhibitor	V1R ag counter	GalR3 antagonist	IMP-1 inhibitor	NS3 helicase inh	GPR7 antagonist	OXTR agonist	DNA FID counter	PHOSPHO1 block
Cc1ccc(S(=O)(=O)N/N=C/c2ccccc2O)cc1	-2.6	0.3	-8	-3.0	6	-2	-1.3	-7	28
CC(C)CC1Nc2ccc(C(=O)NCCCN3CCCCC3C)cc2NC1=O (stereo unspecified)	2.0	0.1	-2	-2.1	-8	-6	1.3	7	-4
O=C(CN1CCN(C(=O)c2ccco2)CC1)NCc1ccc(Cl)cc1	1.7	0.4	-1	-0.3	-5	2	0.2	-7	9
CCOc1ccc2[nH]c(C(=O)N/N=C/c3cccc(OC)c3OC)cc2c1	-0.1	0.6	-10	-2.2	3	5	-0.6	-26	22
COC(=O)NCCOc1cc(C)ccc1C	-1.6	0.1	-4	-5.8	-8	-9	-1.1	-3	-7
Cc1ccc(C(=O)NNc2c3ccccc3nc3ccccc23)cc1	-4.2	-0.7	-5	-6.2	-1	-8	-1.9	9	32
CCOc1cc(/C=N/NC(=O)c2cccnc2)cc(Br)c1OCC(N)=O	-1.1	0.7	-8	-1.0	-7	-9	0.7	-19	25
O=C(O)CSc1nnc(COc2cccc3ccccc23)n1Cc1ccccc1	2.7	-0.8	-3	-2.5	10	1	0.1	-15	32
O=C(Oc1cc(=O)oc2ccccc12)c1ccco1	-1.9	6.8	0	-2.1	19	1	0.1	-22	11
O=C(O)c1ccc(/C=N/NC(=S)NC2CCCCC2)cc1	-1.7	0.9	-3	-1.9	2	3	0.5	-15	-114
C=CCn1c(COc2ccc(OC)cc2)nc2ccccc21	-1.0	-0.2	-10	0.2	4	-8	-1.0	-25	24
COc1ccc(/C=C(/NC(=O)c2ccccc2)C(=O)Nc2cccc(C(=O)O)c2)cc1	-3.6	0.5	-1	-3.4	4	-9	-0.1	-38	20

Continuation.
SMILES	VIM-2 inhibitor	V1R ag counter	GalR3 antagonist	IMP-1 inhibitor	NS3 helicase inh	GPR7 antagonist	OXTR agonist	DNA FID counter	PHOSPHO1 block
Cc1nc(C)c(-c2csc(Nc3ccc(F)cc3)n2)s1	-5.3	-0.2	-4	-4.6	-26	-11	-1.9	0	46
CCSc1ncc(Cl)c(C(=O)Nc2ccc(S(=O)(=O)Nc3onc(C)c3C)cc2)n1	0.7	-0.3	-1	0.0	28	-2	-0.3	-27	-3
COc1ccc(C(=O)N2CCN(Cc3ccccc3C(F)(F)F)CC2)cc1	-2.2	0.0	-6	-2.5	3	-5	-1.9	-31	8
Cc1cc(NC(=O)c2sc(Nc3ccc(F)c(Cl)c3)nc2N)no1	3.0	-0.6	-5	-2.4	-1	-3	0.5	3	4
COc1ccc(Cc2nnc(NC(=O)C3CCCO3)s2)cc1OC (stereo unspecified)	56*	1.2	-3	-1.8	3	-14	-1.1	-4	35
Clc1ccc(-n2nnc(-c3cccnc3)n2)cc1Cl	0.7	2.2	-3	-1.9	-4	-5	3.6	-1	18
COC(=O)C1=C(C)N(c2ccc(C)c(C)c2)/C(=C/c2ccc(O)cc2)C1=O	-2.5	0.5	-4	-2.3	-17	-6	-2.1	-6	-28
CS(=O)(=O)N1CCN(CC(=O)NC2CCCCC2)CC1	-1.4	1.8	1	1.2	9	5	-0.6	6	21
CSc1ncc(Cl)c(C(=O)Nc2cccnc2)n1	-2.4	0.0	1	-0.2	6	-4	-0.4	3	·
CC(C)N(Cc1ccccc1)S(=O)(=O)N(C)C	0.3	-0.8	-5	0.1	-2	-4	-1.9	-2	25
Cc1noc(C)c1C(=O)Nc1nc(-c2ccc([N+](=O)[O-])cc2)cs1	-3.3	8.2	-1	-4.8	10	-15	6.3	1	41
ONC(=Nc1ccccc1)c1ccc(Cl)cc1	-3.2	-0.8	-5	-2.9	6	1	-1.5	-4	22

(cont.)
SMILES	VIM-2 inhibitor	V1R ag counter	GalR3 antagonist	IMP-1 inhibitor	NS3 helicase inh	GPR7 antagonist	OXTR agonist	DNA FID counter	PHOSPHO1 block
Cc1cc(Nc2ccc(C)c(F)c2)n2ncnc2n1	2.2	-0.7	-3	-2.7	-5	-15	-2.2	-6	15
CCC(C)(C)n1nnnc1CN1CCSCC1	-0.6	0.6	1	-1.1	-1	5	0.5	6	-3
O=C(NCCc1ccccc1)c1ccc(-c2ccccc2C(F)(F)F)o1	0.2	-0.4	-5	-0.2	-8	8	-1.0	-22	-4
O=C(CCCN1C(=O)S/C(=C/c2ccccc2)C1=S)Nc1ccc(C(=O)O)cc1	-3.1	1.7	-3	-1.6	-6	7	1.0	-26	38
CN(CCCNC(=O)Cn1cc2c(n1)CCCC2)C1CCCCC1	-3.3	-0.1	0	-4.1	0	-6	0.2	1	-3
CCC(OC(=O)c1nsc(Cl)c1Cl)C(=O)NCCOC (stereo unspecified)	-2.0	0.0	-2	-0.7	0	-11	-0.2	-2	-8
O=C(CSc1nnc(Cc2ccccc2)n1-c1ccccc1)N1CCOCC1	-0.4	0.2	-2	-3.4	5	-4	-0.4	-20	-10
O=C(CSc1nnc(-c2ccncc2)n1-c1ccc(F)cc1)NC(=O)NCc1ccco1	-0.4	0.3	-8	-1.9	7	10	3.0	-26	7
COc1ccc(C2CC(=O)c3cnn(-c4nc(C)cc(C)n4)c3C2)cc1 (stereo unspecified)	-4.0	0.5	0	-3.5	-1	-7	0.1	-23	-8
Cc1c(CCO)c(=O)n(-c2ccccc2)n1S(=O)(=O)c1c(Cl)cc(Cl)cc1Cl	-1.0	-1.6	-5	-0.6	-11	-7	-2.2	-26	-42
CCOc1ccccc1NC(=O)CCC(=O)O	-1.3	0.8	0	-1.7	-2	3	2.6	0	27
O=C(O)c1cc2c(cc1NC(=O)c1c(F)cccc1F)OCCCO2	-2.5	1.0	-11	-1.3	5	0	-0.5	-9	12

Further records follow.
SMILES	VIM-2 inhibitor	V1R ag counter	GalR3 antagonist	IMP-1 inhibitor	NS3 helicase inh	GPR7 antagonist	OXTR agonist	DNA FID counter	PHOSPHO1 block
C/C(=N\O)C(C)NC(=O)c1ccccc1 (stereo unspecified)	0.3	1.3	0	-0.2	12	7	-0.3	-9	-16
Cc1ccccc1-n1nnnc1SCC(=O)Nc1ccc(N2CCN(C)CC2)cc1	0.3	0.9	-1	-4.5	-34	-4	0.2	26	32
Cc1ccc(C(=O)N/N=C(/CC(=O)c2cccs2)C(F)(F)F)cc1	-4.0	2.9	-3	-3.5	7	-12	9.2	-10	-15
COc1ccc(CCNC(=O)CSc2cn(Cc3ccccc3)c3ccccc23)cc1OC	-2.6	1.0	·	-1.2	-12	-14	-0.3	-33	-16
CCOC(=O)C1=C(C)N(CCCC(=O)O)C(=O)NC1c1ccc(OC)cc1 (stereo unspecified)	0.0	2.0	1	-0.9	0	5	0.3	-11	1
O=c1[nH]c(SCCOc2ccccc2F)nc2ccccc12	0.9	-0.2	-3	1.8	4	-3	-2.2	-13	16

Compound activity as filed in PubChem.
